rCAG binder – binders of r(CAG) RNA repeats, primary screen, biochemical, fluorescence. r(CAG) RNA repeat, TO-PRO-1 dye displacement fluorescence. AID 651821, 2012. hit rate 1.3% among 370,000. inhibition, % at 3 µM;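 active means inhibition above the plate cutoff, the mean of all test compounds on that plate plus 3 SD, cut at about 35% in these data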;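 further: 0% = DMSO alone and 100% = 100 µM mitoxantrone as full dye displacement; higher means more dye released from RNA so lower well fluorescence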
HTRA1 inhibitor – HTRA1 serine protease inhibitors, primary screen, biochemical, fluorescence polarization, HTS | recombinant HTRA1, FP-rhodamine activity-based probe | AID 504803, 2011 | hit rate 0.5% among 340,000 | inhibition, % at 5.96 µM | Q92743; in the data active means inhibition above about 36%;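 further: 0% = enzyme with DMSO and 100% = wells lacking enzyme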
GC-B act – human GC-B receptor activators, primary screen, HEK293 GC-B cells, cGMP TR-FRET, EC30 CNP. hit rate 0.11% among 370,000. Atrial natriuretic peptide receptor 2 (Homo sapiens), P20594. 0% at EC30 CNP, 100% saturating CNP. activation, % at 10 µM. AID 1920062, 2024;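 active means activation at 10 µM reaching about 35% in either raw or pattern-adjusted values, limit read from the data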
PRMT1 inh – PRMT1 methyltransferase inhibitors, primary screen, biochemical, fluorescence polarization | Protein arginine N-methyltransferase 1 (Homo sapiens), Q99873 | inhibition, % at 2.79 µM | hit rate 1.3% among 370,000 | recombinant PRMT1, activity-based probe fluorescence polarization;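 active means inhibition above about 21% made by adding two undisclosed values, limit read from the data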
ABHD4 inh – ABHD4 inhibitors, primary screen, biochemical, fluorescence polarization, mouse | purified mABHD4, FP-Rh probe fluorescence polarization | inhibition, % at 8.92 µM | hit rate 0.54% among 370,000 | AID 720543, 2013;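 active means inhibition exceeding the mean over every tested compound plus 3 SD, cut at about 30% in these data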;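 further: 0% = plate median of compound wells and 100% = S159A mutant with DMSO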
Target sequence (Q8VD66 whole entry, looked up): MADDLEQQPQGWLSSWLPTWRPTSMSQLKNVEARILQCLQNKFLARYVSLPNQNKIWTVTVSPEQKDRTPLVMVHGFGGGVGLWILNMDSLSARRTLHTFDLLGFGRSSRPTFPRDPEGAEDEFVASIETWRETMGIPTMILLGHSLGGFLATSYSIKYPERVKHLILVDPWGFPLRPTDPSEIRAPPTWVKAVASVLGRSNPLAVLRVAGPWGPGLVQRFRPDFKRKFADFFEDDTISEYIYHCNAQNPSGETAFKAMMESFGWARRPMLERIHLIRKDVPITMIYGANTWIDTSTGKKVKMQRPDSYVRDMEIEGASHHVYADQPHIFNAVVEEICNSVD
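Material: mouse ABHD4 enzyme, wild type; Benchmarks: S159A mutant high control, sample median low control; Buffer or medium: HEPES pH 7.0, NaCl, Pluronic buffer; Signal: fluorescence polarization; Read-out: percent inhibition of probe binding, normalized to plate controls; Timing: pre-incubation 45 min, probe exposure 60 min, at 25 °C; Dosing: 8.92 µM, single dose.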
GC-A act – GC-A stimulated cGMP production enhancers – HEK293 GC-A cells, cGMP TR-FRET, EC30 ANP, primary screen; activation, % at 10 µM; Atrial natriuretic peptide receptor 1 (Homo sapiens), P16066; 0% at EC30 ANP, 100% saturating ANP; hit rate 0.14% among 370,000; in the data active means activation above about 40%
TCR-CD3 inh – inhibitors of human TCR-CD3 interaction, primary screen, biochemical, fluorescence, TAMRA-labeled TCR probe. T-cell receptor (TCR). inhibition, % at 9.4 µM. hit rate 0.37% among 360,000; in the data active means inhibition above about 19%;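 further: recombinant mutant TCR 2C K166C tagged with TAMRA read by polarization; 0% = receptor in buffer alone and 100% = receptor with positive control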
SIAE primary – human SIAE inhibitors, primary screen, biochemical, fluorescence polarization, FP-Rh probe, 1536-well HTS. inhibition, % at 9.66 µM. Sialate O-acetylesterase (Homo sapiens), Q9HAT2. SIAE FP-Rh probe binding. hit rate 0.69% among 370,000;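 active means inhibition above a cutoff: mean of compounds within the control limits plus 3 SD of those, cut at about 17% in these data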;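 further: 0% = plate median of compound wells and 100% = probe without SIAE protein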
UHRF1 binding – UHRF1 methylated DNA binding inhibitors, primary screen, counter-screen for MBD2 inhibitor project, biochemical, TR-FRET, human UHRF1, single concentration | E3 ubiquitin-protein ligase UHRF1 (Homo sapiens), Q96T88 | UHRF1 binding to methylated oligo | inhibition, % at 4.4 µM | hit rate 0.75% among 370,000; in the data active means inhibition above about 21%;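 further: UHRF1 SRA domain binding a hemimethylated CpG hairpin DNA probe; 0% = median of test compound wells and 100% = reference inhibitor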
Target sequence (Q96T88 whole entry, looked up, the tested form may be a part): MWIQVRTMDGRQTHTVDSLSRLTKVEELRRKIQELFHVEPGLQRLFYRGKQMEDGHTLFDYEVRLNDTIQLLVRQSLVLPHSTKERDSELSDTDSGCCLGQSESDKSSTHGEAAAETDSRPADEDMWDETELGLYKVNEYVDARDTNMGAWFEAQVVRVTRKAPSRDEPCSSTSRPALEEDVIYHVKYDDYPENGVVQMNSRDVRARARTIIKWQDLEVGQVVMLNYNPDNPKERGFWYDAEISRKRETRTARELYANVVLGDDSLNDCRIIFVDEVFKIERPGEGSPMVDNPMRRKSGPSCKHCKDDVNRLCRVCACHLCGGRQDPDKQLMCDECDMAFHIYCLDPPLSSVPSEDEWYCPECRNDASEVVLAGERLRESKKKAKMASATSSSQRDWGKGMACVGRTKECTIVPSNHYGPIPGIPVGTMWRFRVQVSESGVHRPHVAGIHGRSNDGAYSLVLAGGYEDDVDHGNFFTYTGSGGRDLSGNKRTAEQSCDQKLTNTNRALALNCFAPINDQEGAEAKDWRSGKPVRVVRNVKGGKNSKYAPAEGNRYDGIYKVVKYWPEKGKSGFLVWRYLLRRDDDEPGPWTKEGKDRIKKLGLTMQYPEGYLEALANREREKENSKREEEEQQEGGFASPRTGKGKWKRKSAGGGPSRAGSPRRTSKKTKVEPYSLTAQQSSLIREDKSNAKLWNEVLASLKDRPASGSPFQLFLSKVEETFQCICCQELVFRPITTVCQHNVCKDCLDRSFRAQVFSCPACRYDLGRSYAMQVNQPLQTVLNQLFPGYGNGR
MBD2 DNA inh – inhibitors of MBD2 binding to methylated DNA, primary screen, biochemical, TR-FRET, DNA-binding domain, human; hit rate 0.31% among 370,000; inhibition, % at 4.4 µM; MBD2 binding to methylated oligonucleotide; AID 686964, 2013; in the data active means inhibition above about 13%
* marks the source's active call; other numbers are inactive results; i = inactive; nt = not tested or not shown. The list is partial; rates above refer to the full screens.

SMILES | rCAG binder | HTRA1 inhibitor | GC-B act | PRMT1 inh | ABHD4 inh | GC-A act | TCR-CD3 inh | SIAE primary | UHRF1 binding | MBD2 DNA inh
C/C(=N\NC1=NCCN1)c1ccc(N)c([N+](=O)[O-])c1 | 3 | 1 | -11 | 3 | -1 | -8 | -8 | 1 | -6 | -10
COc1ccc(CCNC(=O)C(NS(=O)(=O)c2cccc3nsnc23)C(C)C)cc1OC (stereo unspecified) | 0 | 6 | 2 | 21 | 1 | -3 | 4 | 1 | -2 | -3
CC(c1ccco1)N(C(=O)Nc1ccc(Cl)cc1)c1ccccn1 (stereo unspecified) | 0 | -10 | -1 | 0 | -1 | 12 | -3 | 0 | -1 | 0
COc1ccc(N(CC(=O)N/N=C/c2ccco2)S(=O)(=O)c2ccccc2)cc1 | 6 | 1 | -3 | 2 | -2 | -3 | 6 | 6 | -3 | -8
Cc1cccc(C(=O)NC2CC(C)(C)NC(C)(C)C2)c1 | 1 | 0 | 0 | -2 | 1 | 2 | 4 | 1 | 0 | -1
O=C(NCCc1c[nH]c2ccccc12)c1ccc([N+](=O)[O-])o1 | 8 | 5 | -2 | -3 | 2 | 1 | 12 | 0 | -3 | -4
CCCOc1ccc(N2C(=O)CC(N(CCc3ccc(OC)cc3)C(=O)c3cccc(F)c3)C2=O)cc1 (stereo unspecified) | 4 | -26 | 5 | 1 | -10 | 8 | -4 | -9 | -1 | -6
NNC(=O)CN1C(c2ccccc2Br)=Nc2ccc(Br)cc2C1c1ccccc1 (stereo unspecified) | 3 | -81 | -20 | -2 | -10 | -42 | 1 | -17 | 2 | 3
O=C(O)c1ccccc1C(=O)NNc1ccc(Cl)cc1 | 0 | -3 | 11 | 5 | 5 | 1 | -2 | 2 | 5 | 2
CCC(C)[C@H]1CNCCN1CC1(c2ccccc2)CC1 (stereo partly specified) | 7 | -3 | -15 | 0 | -9 | -11 | -1 | 4 | 1 | -2
CN1CCC(=NNC(=O)C(=O)Nc2ccc(F)cc2)CC1 | 0 | -2 | 4 | 1 | 6 | 1 | 0 | 16 | -2 | -1
COC(=O)c1ccccc1Sc1c(/C=N/OCc2ccc(Cl)cc2)c(C(F)(F)F)nn1C | 0 | -6 | -8 | 0 | 1 | 10 | 0 | 1 | 3 | 5
Cc1ccc(-c2nc3ccccc3c(=O)n2NC(=O)c2cccs2)cc1 | 4 | 4 | 1 | 2 | -1 | 0 | 5 | 0 | 14 | 2
C=CCC1Cc2c(cccc2[N+](=O)[O-])C(CC=C)N1 (stereo unspecified) | -3 | 14 | -2 | -3 | 18 | 1 | -9 | 0 | 13 | 0
COc1ccc(Cc2nc(-c3ccc(Br)o3)no2)cc1OC | 3 | -16 | 2 | 7 | 5 | 6 | -1 | -4 | 0 | 2
CCN1CCN(c2cc(C)c3cc(NC(=O)CCC(=O)N4CCN(c5ccccc5)CC4)ccc3n2)CC1 | -4 | 3 | -3 | 2 | 5 | 3 | -3 | 4 | 1 | 1
COc1ccccc1OCCC(=O)OCC(=O)c1c(N)n(C)c(=O)n(C)c1=O | -2 | 3 | 2 | 4 | -4 | 0 | -4 | -1 | 4 | 3
CCCC[C@@H]1C(=O)N2N=Cc3ccccc3[C@H]2N2N=Cc3ccccc3[C@@H]12 | -2 | nt | -6 | 0 | -5 | 1 | nt | 12 | 2 | -3
CC(C)C(=O)N1CCN(c2ccc(NC(=O)c3ccc4c(c3)OCCO4)cc2)CC1 | -5 | -3 | -6 | -5 | 1 | 0 | -2 | 1 | 2 | -1
COc1ccc(/C=N/NC(=O)C(=O)N2CCCCCC2)cc1[N+](=O)[O-] | 0 | 7 | 1 | 3 | 3 | 1 | 2 | -11 | -2 | 2
COC(=O)[C@@H](CC(C)C)CP(=O)(OC)[C@@H](C)NC(=O)OCc1ccccc1 (stereo partly specified) | 1 | nt | 3 | 1 | -3 | -2 | nt | 2 | 0 | -1
CCC(=O)Nc1ccc(-c2nnc(SCc3ccc(C(=O)Nc4nccs4)cc3)n2CC)cc1 | -2 | -11 | -1 | 1 | -5 | 2 | 0 | -7 | 0 | -2
CC(C)(C)NC(=O)C(c1ccccc1)N(Cc1ccco1)C(=O)c1csnn1 (stereo unspecified) | -9 | -2 | -7 | 4 | -3 | -7 | -6 | -6 | 1 | 0
O=C(NCc1ccccn1)c1cc2n(n1)C(C(F)(F)F)CC(c1ccco1)N2 (stereo unspecified) | -5 | -19 | -4 | 8 | 1 | 0 | -3 | 0 | 0 | 4
CCOc1ccc(NC(=O)CSc2nc3ccccc3c(=O)n2Cc2cccs2)cc1 | 1 | 3 | 1 | 0 | -10 | -3 | 9 | 0 | 4 | -4
COc1ccc(CNC(=O)NCc2ccc(OC)c(OC)c2)cc1OC | -1 | 6 | -3 | 1 | 3 | 1 | 0 | -1 | 0 | 4
COc1ccc(N=CC2=C(O)c3ccccc3C2=O)cc1 | 1 | -8 | 1 | -4 | 1 | 2 | 4 | 0 | -2 | -5
COc1ccc(CN(C)C(=O)COC(=O)c2c(C)nn(-c3ccc(F)cc3)c2Cl)cc1 | 2 | -4 | -1 | 1 | 1 | -5 | 6 | -1 | -1 | 1
Cc1cn([C@H]2C[C@H](O)[C@@H](/C=C/C(=O)NCCc3ccc4ccccc4c3)O2)c(=O)[nH]c1=O | 1 | nt | -6 | 0 | -4 | -4 | 2 | 2 | -2 | 0
O=C(c1ccc(N2CCOCC2)c([N+](=O)[O-])c1)N1CCN(Cc2ccccc2)CC1 | -8 | -4 | 0 | 1 | -5 | 0 | 6 | 4 | -3 | -4
Cc1ccc(C(=O)NCC(=O)NCCc2ccc(S(N)(=O)=O)cc2)s1 | -2 | 15 | 4 | 1 | 1 | -2 | 3 | -6 | 1 | 7
CC(C)CC1=NN(C(=O)c2ccco2)C(O)(C(F)(F)F)C1 (stereo unspecified) | -2 | 0 | 2 | 4 | 7 | 5 | -9 | -3 | 1 | 1
CC(=O)c1ccc(S(=O)(=O)N2CCN(CCOc3ccc(Br)cc3)CC2)cc1 | 5 | -16 | 1 | -2 | -3 | 0 | 5 | 3 | -1 | -4
CCOC(=O)CSc1nc(=O)n2ccccc2n1 | -2 | -12 | -2 | -1 | 1 | -3 | 3 | 1 | 1 | -4
CCN1C(=O)c2cccc3c(N)ccc(c23)C1=O | i | 24 | -6 | 172* | 33* | -48 | 12 | 9 | -299 | -92
CNC[C@@H]1Oc2ccc(NS(=O)(=O)c3ccc(Cl)cc3)cc2C(=O)N([C@H](C)CO)C[C@@H]1C | 8 | -1 | 1 | -2 | 12 | 0 | -2 | 1 | 1 | 0
CN(C)c1ccc(C(=O)OCC(=O)Nc2ccc(S(N)(=O)=O)cc2)cc1 | 6 | -32 | 3 | -1 | -4 | -3 | 2 | -13 | 1 | 1
C=C1[C@@H](C)CN[C@@H]1CCO | 3 | nt | -4 | 3 | -1 | 4 | -8 | -1 | 0 | 2
COc1ccc(NC(=O)CNS(=O)(=O)c2ccc(Cl)cc2)cc1OC | 0 | -1 | 3 | 1 | -2 | 2 | -4 | 6 | -1 | 5
CCCC(O)(c1ccc(Br)cc1)C(CN1CCOCC1)c1ccc(Cl)cc1 (stereo unspecified) | 0 | -16 | -18 | 2 | 0 | -57 | -6 | 1 | 21 | 10

Arranged by heavy-atom count (ascending): part of the list above.
SMILES | rCAG binder | HTRA1 inhibitor | GC-B act | PRMT1 inh | ABHD4 inh | GC-A act | TCR-CD3 inh | SIAE primary | UHRF1 binding | MBD2 DNA inh
CC(C)CC1=NN(C(=O)c2ccco2)C(O)(C(F)(F)F)C1 (stereo unspecified) | -2 | 0 | 2 | 4 | 7 | 5 | -9 | -3 | 1 | 1
COc1ccc(NC(=O)CNS(=O)(=O)c2ccc(Cl)cc2)cc1OC | 0 | -1 | 3 | 1 | -2 | 2 | -4 | 6 | -1 | 5
COc1ccc(CNC(=O)NCc2ccc(OC)c(OC)c2)cc1OC | -1 | 6 | -3 | 1 | 3 | 1 | 0 | -1 | 0 | 4

Continued:
SMILES | rCAG binder | HTRA1 inhibitor | GC-B act | PRMT1 inh | ABHD4 inh | GC-A act | TCR-CD3 inh | SIAE primary | UHRF1 binding | MBD2 DNA inh
Cc1cccc(NC(=O)C2CCN(S(=O)(=O)c3cccs3)CC2)c1 | -1 | -7 | 6 | 0 | 2 | 1 | -3 | 4 | 6 | 6
O=C(CSc1nnc(SCc2ccccc2Cl)s1)N/N=C/c1c[nH]c2ccccc12 | 6 | 2 | -10 | -1 | -5 | 5 | 8 | 28* | -1 | 3
COc1ccc(Cl)cc1NC(=O)CSc1cccc[n+]1[O-] | 4 | 0 | 1 | -4 | -3 | -2 | -4 | 2 | -1 | 0
Cc1nn(-c2ccccc2)nc1C(=O)OCC(=O)N1CCCCC1C (stereo unspecified) | 2 | -8 | 8 | -4 | 3 | -3 | 2 | 5 | -3 | -4
Cc1cc(C)c2[nH]c(=O)c(CN(CC3CCCO3)C(=S)Nc3ccccc3)cc2c1 (stereo unspecified) | -4 | 5 | -3 | 2 | 9 | -4 | 7 | -1 | 0 | -2
CC(=O)Nc1ccc(C23CC4CC(CC(C4)C2)C3)cc1 | 10 | -25 | 0 | -1 | -14 | -5 | -5 | -2 | -1 | 1
O=C(COC(=O)c1ccccc1NC(=O)c1ccccc1)c1cccc([N+](=O)[O-])c1 | 1 | 0 | 9 | -1 | 0 | 4 | 4 | -8 | 0 | 2
CN(C)S(=O)(=O)c1ccc(S(=O)(=O)NCc2ccc3c(c2)OCO3)cc1 | 2 | -1 | 2 | 2 | -8 | -2 | 1 | -10 | -1 | -1
CCCNC(=O)/C=C/c1ccc(S(=O)(=O)Nc2ccccc2OC)cc1 | 5 | -3 | -6 | 0 | -4 | -6 | -2 | 7 | 1 | -5
Cc1cccc(C(=O)N2CCN(c3ccccn3)CC2)c1 | -5 | 3 | 1 | 0 | -3 | 6 | 2 | -1 | 0 | -6
Cc1cccc(C)c1NC(=O)C1(C)CSCC(=O)N1Cc1ccco1 (stereo unspecified) | 4 | nt | 3 | 1 | 2 | 3 | 7 | -4 | 0 | -1
CCCCc1c(O)nc(SCC(=O)Nc2cccc3ccccc23)n(-c2ccccc2OC)c1=O | 35* | -2 | -1 | 42* | -9 | -2 | -5 | -6 | 5 | 8
CCC(=O)OC1(C(C)=O)CCC2C3CCC4=CC(=O)CCC4(C)C3CCC21C (stereo unspecified) | 0 | -8 | -1 | -4 | 0 | -5 | 9 | 6 | 1 | 6
Cc1ccc(C(C(=O)NC2CCCC2)N(CCCO)C(=O)Cn2nnc(-c3ccc(C)o3)n2)cc1 (stereo unspecified) | -3 | -5 | -2 | -5 | -7 | -2 | -2 | -4 | 2 | -2
CCO/N=C(\N)c1[nH]ncc1Br | 2 | 4 | 6 | -9 | 3 | 1 | 10 | 13 | 0 | -1
C=COC(=O)c1sc2nc(C)cc(C)c2c1N | 0 | -2 | -5 | -3 | -1 | 4 | -1 | -7 | -1 | -3
O=C(NNC(=S)NCc1ccccc1)c1ccccc1OC(F)F | 4 | 6 | -1 | 0 | 10 | 3 | 6 | 4 | -2 | 0
